NF-kB neuron act: compounds increasing NF-kB expression in human neuronal cells. NF-kB reporter expression; hits give high values. fold change at 12.5 µM. hit rate 1.6% among 190,000. AID 1239; in the data active means fold change above about 3.3
FLuc act counter: firefly luciferase counter-screen for stimulation assays | P08659 | activation factor at 10 µM | 200,000 tested, under 10 active | AID 1027 | ATPlite luciferase biochemical, luminescence, 10 min; 0 = ATP-free wells, 1 = DMSO control;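 active means luciferase activation factor, scaled between plate controls, of at least 2 with compound at 10 µM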
Target sequence (P08659 whole entry, looked up): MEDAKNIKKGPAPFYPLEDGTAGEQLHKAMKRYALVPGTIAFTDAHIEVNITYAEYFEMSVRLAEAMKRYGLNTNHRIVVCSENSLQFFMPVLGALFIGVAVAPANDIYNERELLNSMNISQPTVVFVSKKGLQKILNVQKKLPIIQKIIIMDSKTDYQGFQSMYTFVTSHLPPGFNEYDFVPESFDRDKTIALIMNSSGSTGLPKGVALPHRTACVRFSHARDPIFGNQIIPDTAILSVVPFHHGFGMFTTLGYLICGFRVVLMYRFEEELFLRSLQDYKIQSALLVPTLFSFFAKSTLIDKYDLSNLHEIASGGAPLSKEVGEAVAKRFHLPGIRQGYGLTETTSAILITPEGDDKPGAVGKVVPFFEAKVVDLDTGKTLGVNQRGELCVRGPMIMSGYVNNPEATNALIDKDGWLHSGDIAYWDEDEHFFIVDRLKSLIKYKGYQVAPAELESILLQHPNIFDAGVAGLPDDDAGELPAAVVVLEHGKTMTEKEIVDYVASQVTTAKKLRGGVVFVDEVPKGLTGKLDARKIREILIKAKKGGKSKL
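System: cell-free luciferase reagent; medium: PBS as buffer for the ATP substrate; doses: test compounds dosed from 2 mM stocks in 100% DMSO; incubation: 10 min, room temperature; measured by: luminescence from luciferase reaction; read-out: luciferase activation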
APP 5UTR inh: APP translation inhibition; SH-SY5Y APP 5'UTR-luciferase reporter, luminescence; inhibition, % at 2 µM; hit rate 0.82% among 190,000; AID 1285;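 active means inhibition above a set limit, derived from the sample mean plus 3 SD, cut at about 45% in these data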; further: values of inactives mirror those of a sister screen read the other way
APP 5'UTR act: activates APP 5'UTR luciferase reporter | AID 1276 | activation, % at 2 µM | SH-SY5Y APP 5'UTR luciferase reporter, luminescence; zero percent = DMSO vehicle wells | hit rate 1% among 190,000;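 active means activation above a set limit, based on mean plus 3 SD of controls, cut at about 140% in these data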; further: values of inactives mirror those of a sister screen read the other way
STAT3 inh: STAT3 signaling inhibition | hit rate 0.89% among 190,000 | inhibition, % at 5.5 µM | U3A cells, IL-6 STAT3-luciferase reporter, luminescence; host cell line lacks STAT1;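 active means inhibition above the mean inhibition across all screened compounds plus 3 SD, cut at about 44% in these data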;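 further: 0% = DMSO only wells and 100% = 100 µM nifuroxazide control wells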
STAT1 activator: increases IFN-gamma driven STAT1 reporter signal; hit rate 2.6% among 200,000; activation (% of control), % at 5.5 µM; NIH 3T3 STAT1-luciferase reporter, luminescence; 100% = IFN-gamma alone, no compound;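 active means activation above the screen-wide mean activation plus 3 SD, cut at about 130% in these data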;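 further: raw ratio to IFN-gamma control signal so 100% means no change and 0% no light; values of inactives mirror those of a sister screen read the other way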
ROMK mod: human ROMK K+ channel modulation, primary screen. Tet-inducible ROMK, thallium flux fluorescence; actives lie on both sides. B-score at 10 µM. hit rate 2% among 130,000. AID 1918;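 active means signal ratio slope over the read window, or its plate-corrected B-score, at least 3 SD from the plate mean, either direction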;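 further: B-score of the F/F0 ratio slope over 7 to 12 s after thallium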
Target sequence (P48048 whole entry, looked up): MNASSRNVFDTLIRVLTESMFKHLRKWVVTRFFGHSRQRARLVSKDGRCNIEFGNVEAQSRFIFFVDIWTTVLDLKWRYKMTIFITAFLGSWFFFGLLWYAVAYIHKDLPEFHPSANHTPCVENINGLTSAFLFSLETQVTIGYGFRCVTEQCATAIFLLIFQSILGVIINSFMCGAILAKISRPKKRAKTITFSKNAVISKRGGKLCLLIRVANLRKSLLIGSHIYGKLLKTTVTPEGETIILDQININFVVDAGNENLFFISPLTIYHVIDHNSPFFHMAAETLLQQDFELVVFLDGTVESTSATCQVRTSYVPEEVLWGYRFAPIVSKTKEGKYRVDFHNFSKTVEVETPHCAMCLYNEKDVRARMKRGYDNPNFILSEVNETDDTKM
STAT3 act: STAT3 signaling activation | activation (% of control), % at 5.6 µM | hit rate 0.91% among 190,000 | U3A cells, IL-6 STAT3-luciferase reporter, luminescence; 100% = signal with IL-6 EC80 alone;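 active means activation above the screen-wide mean of compound activation plus 3 SD, cut at about 130% in these data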;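 further: 0% = background luminescence of wells with medium and substrate only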
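Material: STAT1-lacking human U3A cells, STAT3 luciferase reporter | Benchmarks: IL-6-only wells as 100% reference | Probe or stimulus: IL-6 (33 ng/mL) | Timing: Compound 1 h, then IL-6 6 h at 37 °C | Detection: Luminescence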
FLuc inhib CS: inhibits firefly luciferase, flagging false hits in luciferase inhibition screens; P08659; ATPLite firefly luciferase biochemical luminescence, 10 min; inhibition, % at 10 µM; hit rate 1.5% among 200,000; AID 1006;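 active means inhibition above about 50% when tested at 10 µM, limit read from the data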
STAT1 inh: reduces IFN-gamma driven STAT1 reporter signal; AID 920; NIH 3T3 STAT1-luciferase reporter, luminescence; inhibition, % at 5.5 µM; hit rate 0.35% among 200,000;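 active means inhibition above a set limit, the mean inhibition across all tested compounds plus 3 SD, cut at about 34% in these data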;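 further: 0% = IFN-gamma with DMSO and 100% = IFN-gamma with 300 µM nifuroxazide; values of inactives mirror those of a sister screen read the other way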
Numbers without * were called inactive; x = not tested or not shown.

Sample of the layout:
Below each SMILES – STAT3 act	APP 5UTR inh	APP 5'UTR act	STAT3 inh	FLuc act counter	NF-kB neuron act	STAT1 activator	STAT1 inh	FLuc inhib CS	ROMK mod
> Cc1cccc2cc(CN(CC3CCCO3)C(=O)NC3CCCCC3)c(=O)[nH]c12 (configuration not stated)
 : 102	-4	4	4	1	0.8	94	6	-3	x
> c1ccc(-n2ncc3c2ncn2cnnc32)cc1
 : 95	2	-3	14	1	0.98	99	1	2	x
> O=C(N/N=C/c1ccccn1)c1ccc(S(=O)(=O)N2CCCCCC2)cc1
 : 104	8	-8	2	1.1	1.3	94	5	-5	1.7
> CCCC(=O)Nc1nnc(-c2ccco2)s1
 : 86	-7	7	18	0.9	1.9	111	-12	6	-0.55
> Cn1cccc1Cc1nnc(SCC(=O)NCCc2ccccc2)n1-c1ccc(F)cc1
 : 107	-7	7	1	1	0.93	100	1	-4	x
> O=C(CSCc1ccccc1Cl)Nc1c[nH]c(=O)[nH]c1=O
 : 101	-3	3	1	1	1.1	106	-7	2	x
> CCOC(=O)C1(Cc2ccccc2Cl)CCN(C(=O)CCn2ccnc2C)CC1
 : 99	-7	7	6	1.1	2	119	-21	-6	0.016
> Cc1cc(C(=O)COc2ccc(Cl)cc2Br)c(C)n1C
 : 96	-6	6	7	0.7	1.2	99	1	28	0.041
> Clc1ccc2nc(CN3CCCc4ccccc43)cn2c1
 : 121	-3	3	-19	1	0.52	107	-7	-4	-1.3

All compounds of this part (from the top)
Below each SMILES – STAT3 act	APP 5UTR inh	APP 5'UTR act	STAT3 inh	FLuc act counter	NF-kB neuron act	STAT1 activator	STAT1 inh	FLuc inhib CS	ROMK mod
> Cc1cccc2cc(CN(CC3CCCO3)C(=O)NC3CCCCC3)c(=O)[nH]c12 (configuration not stated)
 : 102	-4	4	4	1	0.8	94	6	-3	x
> c1ccc(-n2ncc3c2ncn2cnnc32)cc1
 : 95	2	-3	14	1	0.98	99	1	2	x
> O=C(N/N=C/c1ccccn1)c1ccc(S(=O)(=O)N2CCCCCC2)cc1
 : 104	8	-8	2	1.1	1.3	94	5	-5	1.7
> CCCC(=O)Nc1nnc(-c2ccco2)s1
 : 86	-7	7	18	0.9	1.9	111	-12	6	-0.55
> Cn1cccc1Cc1nnc(SCC(=O)NCCc2ccccc2)n1-c1ccc(F)cc1
 : 107	-7	7	1	1	0.93	100	1	-4	x
> O=C(CSCc1ccccc1Cl)Nc1c[nH]c(=O)[nH]c1=O
 : 101	-3	3	1	1	1.1	106	-7	2	x
> CCOC(=O)C1(Cc2ccccc2Cl)CCN(C(=O)CCn2ccnc2C)CC1
 : 99	-7	7	6	1.1	2	119	-21	-6	0.016
> Cc1cc(C(=O)COc2ccc(Cl)cc2Br)c(C)n1C
 : 96	-6	6	7	0.7	1.2	99	1	28	0.041
> Clc1ccc2nc(CN3CCCc4ccccc43)cn2c1
 : 121	-3	3	-19	1	0.52	107	-7	-4	-1.3
> C=CCNc1nc2ccccc2nc1NS(=O)(=O)c1cccs1
 : 127	-8	8	-29	1.1	1.1	94	7	-5	0.97
> COc1cccc(-n2c(CNc3ccc(F)cc3)nnc2SCC(N)=O)c1
 : 108	8	-7	-5	1.1	1	108	-8	-10	x
> CS(=O)(=O)c1ccc(N2CCN(C3CC(=O)NC3=O)CC2)cc1 (configuration not stated)
 : 101	0	0	3	1	1.1	102	-3	-4	x
> CN(C)CCOCCOc1ccc(Cl)cc1C(C)(C)C
 : 99	-10	10	6	1.1	0.95	97	2	-6	-3.2
> Cc1cccc(NC(=S)N(c2ccccc2)C(C)C)c1C
 : 101	-19	19	-5	1.1	1	96	4	-6	x
> CS(=O)(=O)c1ccc2nc(NC(=O)C3CCCCC3)sc2c1
 : 103	-22	22	2	1	1.4	116	-16	-3	x
> CCC(C)Sc1nc2c(cnn2-c2ccc(C)c(C)c2)c(=O)[nH]1 (configuration not stated)
 : 96	2	-1	10	1	1.1	106	-6	-1	x
> CCOc1ccc(C(=O)Nc2ccc(N3CCN(C(C)=O)CC3)cc2)cc1[N+](=O)[O-]
 : 89	-13	13	19	1	1.1	97	2	-5	-0.084
> CC1=C/C(=N\OC(=O)/C=C/c2ccccc2)C(C)=CC1=O
 : 103	-4	4	3	1	1.5	106	-7	-3	0.4
> CCCCCCNc1cc(C)oc(=O)c1C(C)=O
 : 96	15	-15	8	1	1.3	99	1	-2	0.027
> Cc1cccc(S(=O)(=O)NNC(=O)c2cc(-c3ccc(F)cc3)nc3ccccc23)c1
 : 101	-10	10	5	1	1	98	2	-1	-1.2
> O=C(CN1CCN(C2CCCCC2)CC1)c1c[nH]c2ccccc12
 : 126	13	-13	-29	1	0.78	95	6	-2	x
> COc1ccccc1N1CCN(/N=C/C=C\c2ccco2)CC1
 : 107	-73	73	-8	0.8	4*	137*	-41	20	x
> O=C(NCCC1=CCCCC1)C1CCN(c2nnc(-n3cccc3)s2)CC1
 : 100	-13	13	0	1	1.1	107	-6	4	x
> O=C(O)c1ccc(Sc2nnnn2-c2ccccc2)c([N+](=O)[O-])c1
 : 106	-5	5	-7	1	0.99	94	6	-3	x
> CCOc1ccc2ccccc2c1C(=O)N1CCN(c2ccccc2)CC1
 : 105	9	-9	-2	1	0.99	104	-4	-4	0.052
> CN(/N=C/c1ccc2c(c1)OCO2)c1nc(N2CCOCC2)nc(N2CCOCC2)n1
 : 101	23	-23	3	1	0.64	102	-1	-4	0.34
> O=C(NCC1(c2ccccc2)CCCC1)c1ccc(Br)cc1
 : 96	-7	7	8	1	1.2	104	-4	-1	0.28
> Cc1cc(C)cc(OCC(=O)OCC(=O)Nc2c(C)n(C)n(-c3ccccc3)c2=O)c1
 : 105	16	-16	-5	1	1	104	-6	0	2.7
> Cc1ccc(CN2CCCNC2=O)cc1
 : 94	4	-5	11	1	0.98	98	2	-2	0.072
> COc1cccc(NC(=O)Nc2ccncc2)c1
 : 94	-6	6	12	0.9	1.2	97	2	8	1.1

The list goes on; it opens with the 2 that closed the last part.
Below each SMILES – STAT3 act	APP 5UTR inh	APP 5'UTR act	STAT3 inh	FLuc act counter	NF-kB neuron act	STAT1 activator	STAT1 inh	FLuc inhib CS	ROMK mod
> Cc1ccc(CN2CCCNC2=O)cc1
 : 94	4	-5	11	1	0.98	98	2	-2	0.072
> COc1cccc(NC(=O)Nc2ccncc2)c1
 : 94	-6	6	12	0.9	1.2	97	2	8	1.1
> O=S(=O)(/C=C/c1ccccc1)N1CCN(c2nc(-c3cccnc3)nc3ccccc23)CC1
 : 114	-2	2	-6	1	0.65	97	4	-1	-0.026
> COc1ccc(CN2CCN(CC=C(C)C)C(CCO)C2)cc1Cn1cccn1 (configuration not stated)
 : 104	6	-6	-3	1	1.1	97	2	-3	0.6
> CCOC(=O)c1c(-c2ccccc2)csc1NC(=O)/C(C#N)=C/c1ccc(O)c(OC)c1
 : 99	-15	15	-4	1	0.47	97	3	-5	x
> c1ccc(-c2ccc(-c3nc(-c4ccncc4)no3)cc2)cc1
 : 94	-177	177*	12	0.8	6.8*	136*	-37	21	x
> Cc1c(NC(=O)c2ccc(F)cc2)c(=O)n(-c2ccccc2)n1C
 : 105	-5	5	3	1	1.1	102	-3	-1	x
> Cc1ccc2cccc(OC(=O)c3ccc4c(c3)OCCO4)c2n1
 : 103	-11	11	0	1	1.1	98	2	-4	-0.59
> CCC(CC)C(=O)Nc1cccc(C(=O)N2CCCCCC2)c1
 : 100	-7	7	2	1	0.92	91	10	-3	-0.17
> Nc1nc(Cl)cc(NCCc2ccc(O)cc2)n1
 : 113	-30	30	-8	1	1.4	97	2	2	0.15
> CCCCCOc1ccc(/C=C/C(=O)NCCc2nc3ccccc3[nH]2)cc1OC
 : 106	1	-1	-7	1	0.81	100	0	-1	-0.89
> COc1ccccc1NC(=O)CN1CCCCC1
 : 102	-23	x	0	1	1.1	97	0	-5	-0.26
> COc1cc(S(=O)(=O)Nc2ccccc2C)ccc1NC(=O)c1ccncc1
 : 101	-12	12	5	1	0.87	101	-1	-4	-0.24
> CCOc1ccc(/C=C/C2=CC(C)(C)NC(=S)N2)cc1
 : 91	8	-8	15	1	1.3	125	-25	0	-0.6
> O=C(NNS(=O)(=O)c1ccccc1)c1ccncc1
 : 106	-5	5	-7	1	0.99	106	-6	0	-0.74
> CCOC(=O)C(NC(C)=O)C(=O)Nc1ccc(C(C)(C)C)cc1 (configuration not stated)
 : 105	8	-8	-4	1	1	98	2	-3	3.5*
> O=[N+]([O-])c1cccc(-c2nc(-c3ccncc3)no2)c1
 : 94	-10	10	15	1	2.4	108	-9	2	0.18
> CC(C)C(c1nnnn1Cc1ccc(F)cc1)N1CCSCC1 (configuration not stated)
 : 102	-2	2	0	1.1	0.87	97	3	-7	x
> CC1CN(C(=O)c2cccc(S(=O)(=O)Nc3cc(Cl)ccc3Cl)c2)CC(C)O1 (configuration not stated)
 : 100	7	-7	2	1	0.99	91	7	-4	0.029
> CCCCn1c(O)c(C=NCCCN(C)C)c(=O)[nH]c1=O
 : 93	-5	5	12	1	0.97	96	4	-3	0.36
> Cc1onc(-c2ccccc2Cl)c1C(=O)N1C=CC(C(F)(F)F)=NCC1
 : 102	11	-11	7	1	1.1	100	6	-4	x
> CCOC(=O)c1cc(C(=O)OCC)c2cccc(C)n2c1=O
 : 90	23	-23	12	1.1	1.1	95	6	-9	0.54
> O=C(NC1CCCC1)C(c1ccccc1)N(Cc1ccco1)C(=O)Cc1cccs1 (configuration not stated)
 : 105	-2	2	-2	1.1	0.79	99	1	-6	x
> COc1cc(CNCCSc2nnnn2C)cc(Br)c1OCc1ccc(F)cc1
 : 100	-9	9	6	1	0.8	97	3	-1	-1.8
> CCOc1cc(NC(=O)c2ccccn2)c(OCC)cc1NC(=O)CC(C)C
 : 90	5	-5	15	1	0.87	106	-7	-5	x
> Cc1ccc([N+](=O)[O-])cc1N/C=C1\CCc2ccccc2C1=O
 : 106	14	-14	1	1	1.3	108	-9	-2	x
> O=C(/C(=N\O)n1cncn1)c1ccc(Cl)cc1Cl
 : 102	5	-5	0	1.1	1.2	103	-4	-5	0.18
> COc1ccccc1C(c1nnnn1CC1CCCO1)N1CCN(c2ccccc2)CC1 (configuration not stated)
 : 100	-6	6	2	1	1.1	97	1	-5	-0.18
> CCC1CCCCN1C(=O)CSc1nc2c([nH]c3ccccc32)c(=O)n1C (configuration not stated)
 : 105	-13	13	-3	1	0.88	91	9	-3	x
> CCCCn1c(N)c(N(CC(C)C)C(=O)CCCSc2nncs2)c(=O)[nH]c1=O
 : 104	-14	14	3	1	1	102	-2	3	0.094
> Cc1ccc(/C=C/C(=O)NC2=NCCS2)cc1
 : 40	-180	180*	71*	0.1	5.6*	147*	-52	86*	x
> COc1cc(C(=O)Nc2nnc(CC(C)C)s2)c([N+](=O)[O-])cc1OC
 : 92	-4	4	15	1	1.1	100	-1	-4	0.047
> COc1ccc(Oc2nnc(-c3ccc(C)cc3)c3ccccc23)cc1
 : 104	-12	13	3	1	1.1	101	-1	-3	0.053
> CC1CCN(C(=O)CNC(=O)c2ccc(Cl)cc2Cl)CC1
 : 103	-33	33	-3	1	1.8	95	5	-5	0.75

Bioassay records from PubChem.
